EPAC1 agonist: activates human EPAC1 exchange factor; EPAC1 agonist qHTS, biochemical assay; response scale: 100% = response to 6.5 mM cAMP; Potency, µM (series often up to 154 µM), without a hit: at the top dose activation, hits mostly activators; 360,000 compounds, 0.073% hits; O95398; further: potency means the concentration at half of the fitted maximal effect; nearly all actives have a fitted effect of over 60% in size
Target sequence (O95398 whole entry, looked up): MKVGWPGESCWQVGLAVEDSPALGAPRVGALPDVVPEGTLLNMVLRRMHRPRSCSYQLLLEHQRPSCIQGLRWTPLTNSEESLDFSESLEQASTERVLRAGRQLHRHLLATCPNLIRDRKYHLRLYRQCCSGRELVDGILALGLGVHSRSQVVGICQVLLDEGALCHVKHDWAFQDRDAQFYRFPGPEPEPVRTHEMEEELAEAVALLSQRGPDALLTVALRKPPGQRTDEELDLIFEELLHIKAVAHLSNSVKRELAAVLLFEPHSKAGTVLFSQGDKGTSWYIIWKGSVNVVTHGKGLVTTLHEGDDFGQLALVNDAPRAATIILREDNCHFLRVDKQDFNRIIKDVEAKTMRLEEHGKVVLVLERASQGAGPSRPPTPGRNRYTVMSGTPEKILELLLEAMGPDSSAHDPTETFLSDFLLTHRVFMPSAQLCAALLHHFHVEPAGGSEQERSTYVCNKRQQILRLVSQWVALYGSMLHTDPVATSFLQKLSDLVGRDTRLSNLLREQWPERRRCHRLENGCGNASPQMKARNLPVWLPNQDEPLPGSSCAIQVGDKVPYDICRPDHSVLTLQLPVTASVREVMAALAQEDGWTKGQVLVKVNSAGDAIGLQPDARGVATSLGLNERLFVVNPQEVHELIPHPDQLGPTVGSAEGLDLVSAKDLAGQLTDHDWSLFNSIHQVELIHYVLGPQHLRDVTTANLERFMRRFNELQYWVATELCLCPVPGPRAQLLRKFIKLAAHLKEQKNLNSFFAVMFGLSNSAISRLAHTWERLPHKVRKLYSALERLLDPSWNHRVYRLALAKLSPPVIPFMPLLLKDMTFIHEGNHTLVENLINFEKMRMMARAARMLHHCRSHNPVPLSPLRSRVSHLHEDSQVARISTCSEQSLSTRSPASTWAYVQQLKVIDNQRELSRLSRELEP
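Multi-concentration qHTS readout: loss of Rap1B-bound BODIPY-GDP fluorescence driven by 100 nM EPAC1 with excess GDP (50 uM), monitored kinetically at room temperature; agonist response expressed relative to 6.5 mM cAMP.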
aSyn yeast inh: inhibitors of alpha-synuclein toxicity in yeast; Yeast expressing alpha-synuclein, growth rescue, BacTiter-Glo, 24 h; Potency, µM (highest dose often 46.1 µM), for the others: at the top dose growth rescue (activation), actives largely listed as activators; 370,000 compounds, 0.14% hits; AID 652106; further: potency means the concentration at half of the fitted maximal effect; % of control where 0% means no effect; nearly all actives have a fitted effect of over 65% in size
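Screening used galactose-induced yeast with toxic alpha-synuclein levels, exposed to compound for 24 hr at 30 deg C. Cell growth, read with BacTiter-Glo luminescence, gave the measured signal.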
Abeta rescue: A-beta toxicity reversal in yeast | yeast expressing A-beta42, growth rescue, OD600, 48 h; response scale: 0% DMSO, 100% iron-clioquinol control | 410,000 compounds, 0.063% hits | Potency, µM (top dose mostly 46.1 µM), inactives show at the top dose growth rescue, hits mostly activators | AID 1347071; further: potency means the concentration at half of the fitted maximal effect; nearly all actives have a fitted effect of over 55% in size
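Yeast A-beta toxicity model in growth medium with pinned compounds, 48 h at 30 C; growth read as absorbance at 600 nm. Normalized to FeCl3/clioquinol equimolar mix (positive) and DMSO (negative).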
PI5P4Ka inh: blocks human PI5P4K alpha kinase activity. AID 652105. PI5P4Kalpha enzyme, ADP-Glo luminescence, 60 min; hits give low values. max response, %. 330,000 compounds, 1.2% hits; active means max response of -50% or lower; inconclusive means between -30% and -50%; inactive means -30% or higher; further: value at the top dose of about 77 µM; on the % scale 0 is the no-effect control and ±100 the full control effect
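ADP-Glo luminescence end-point after a 60 min room-temperature kinase reaction. PI5P4Kalpha and substrate in HEPES pH 7.4 buffer with EGTA, 0.1% CHAPS and 5% DMSO; ATP at 5 microM final.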
PLK1 PBD block: PLK1 (human) polo-box domain binding inhibition; P53350; Plk1 PBD binding of FITC phosphopeptide, fluorescence polarization; Potency, µM, without a hit: max response, negative = inhibition, usual class: inhibitors; 360,000 compounds, 2.8% hits; AID 720504; further: potency means the concentration at half of the fitted maximal effect; series mostly up to about 57 µM; on the % scale 0 is the no-effect control and ±100 the full control effect; nearly all actives have a fitted effect of over 65% in size
IL2 activator: activates IL-2 in a cell-based reporter assay | IL-2 activation reporter assay, cell-based qHTS; stimulated with anti-CD3/CD4/CD28 beads; in transgenic mouse T cells | activation, % (series mostly up to about 46 µM) | 360,000 compounds, 0.065% hits | AID 652025; in the data active means activation above about 50%; inconclusive means mostly about 30% to 49%; further: 0% is about no effect
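Screening format: compound pinned onto unstimulated transgenic mouse T cells, 60 min incubation, then anti-CD3/anti-CD4/anti-CD28 bead stimulation for 18 hours at 37 degrees C, followed by EGFP and DsRed detection.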
EPAC1 antagonist: blocks human EPAC1 exchange factor. AID 720709. EPAC1 GEF assay, Rap1b-BODIPY-GDP exchange fluorescence. 360,000 compounds, 0.14% hits. Potency, µM (titrated, usually from 115 µM), inactives show at the highest dose activity change, negative = inhibition, hits mostly inhibitors. O95398;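 further: potency means the concentration at half of the fitted maximal effect; plate controls were vehicle for no effect and positive control for full effect; nearly all actives have a fitted effect of over 50% in size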
WRN helicase inh: inhibitors of human WRN helicase; Q14191; WRN helicase unwinding, fluorescent forked duplex, kinetic; Potency, µM (series often up to 114 µM), inactives show at the highest dose activity change, negative = inhibition, hits mostly inhibitors; 360,000 compounds, 0.46% hits; further: potency means the concentration at half of the fitted maximal effect; on the % scale 0 is the no-effect control and ±100 the full control effect; nearly all actives have a fitted effect of over 55% in size
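Kinetic red-fluorescence monitoring (525/598 nm) tracks WRN helicase activity after 100 nM fluorophore-quencher forked duplex and 2 mM ATP are added to 20 nM enzyme pretreated 15 min at room temperature with compound.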
FUS yeast rescue: suppressors of FUS proteinopathy in yeast | 390,000 compounds, 0.24% hits | S. cerevisiae FUS-expressing, growth rescue, OD600, 24 h | Potency, µM (series often up to 76.6 µM), without a hit: top-dose growth rescue (activation), most hits filed as activators;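 further: potency means the concentration at half of the fitted maximal effect; plate controls were DMSO vehicle for no effect and reference control for full effect; nearly all actives have a fitted effect of over 55% in size; some results filed as inactive show a strong effect at the top dose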
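Yeast expressing FUS under galactose induction, OD 0.005 in 2% galactose medium; compounds in a dilution series, 24 h at 30C. Growth rescue by absorbance at 600 nm; CP55940 positive control, DMSO negative.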
An asterisk follows results filed as active; ? = inconclusive; nt = not tested or not shown; [ ] = another dose, or the depositor's remark. Unless noted, the call rests on the fitted dose curve; in most records, active means well fitted curve in the direction sought with a large enough effect; inconclusive means small, poorly fitted or top-dose-only effect, or another doubt; inactive means no such curve, though single readings can be large; an effect the other way counts as inactive or inconclusive. Random draw from the library. Share with any hit: about 4.1%.

The first 2 entries, to show the layout:
SMILES | EPAC1 agonist | aSyn yeast inh | Abeta rescue | PI5P4Ka inh | PLK1 PBD block | IL2 activator | EPAC1 antagonist | WRN helicase inh | FUS yeast rescue
O=C1NC(=O)C2(CCCC2C(=O)O)N1 (stereo not given) | -11% | -9% | 0% | -3 | 2% | -3.7 | 0% | 0% | nt
Cc1ccc(C(=O)NCC(=O)Nc2ccc3c(c2)CCC3)cc1 | 9% | -3% | 11% | -1 | -10% | 0.2 | 11% | -8% | 1%

Main list, previewed entries included:
SMILES | EPAC1 agonist | aSyn yeast inh | Abeta rescue | PI5P4Ka inh | PLK1 PBD block | IL2 activator | EPAC1 antagonist | WRN helicase inh | FUS yeast rescue
O=C1NC(=O)C2(CCCC2C(=O)O)N1 (stereo not given) | -11% | -9% | 0% | -3 | 2% | -3.7 | 0% | 0% | nt
Cc1ccc(C(=O)NCC(=O)Nc2ccc3c(c2)CCC3)cc1 | 9% | -3% | 11% | -1 | -10% | 0.2 | 11% | -8% | 1%
Cc1cc(C(=O)CN2C(=O)NC3(CCCc4sccc43)C2=O)c(C)n1-c1ccccc1 (stereo not given) | 11% | -1% | 0% | 1 | -17% | -4.4 | -25% | -2% | nt
c1ccc(-n2nnnc2SCc2cn3ccccc3n2)cc1 | 7% | -2% | 3% | 1 | ? | 1.5 | -14% | -12% | 11%
CC(C)(C)NC(=O)COC(=O)Cc1ccc(Cl)cc1 | 6% | -4% | 4% | 1 | -1% | -3.0 | -15% | 1% | 13%
COc1ccc(C(C)=O)cc1CSc1ccc(S(=O)(=O)N2CCOCC2)cn1 | 20% | 14% | 2% | -2 | -30% | -0.5 | -13% | -6% | 41%
CCn1c(CNc2ccc(Cl)cc2)nnc1SCc1ccccc1 | 5% | 24% | -62%[inhibitor] | -2 | -7% | -2.7 | -24% | 1% | 35%
Nc1nnc(CCCCCCCCCCc2nnc(N)s2)s1 | 2% | 2% | -4% | -3 | -11% | -6.4 | -28% | -25%[57.1 µM] | 7%
COc1cc(OC)c(C(=O)Nc2ncn[nH]2)cc1OC | -1% | 0% | -5% | 2 | -8% | -1.8 | 10% | -7% | -4%
COC(=O)CNC(=O)c1sc2ncn(CC(=O)Nc3ccc(C)c(Cl)c3)c(=O)c2c1C | -10% | -1% | -14% | -4 | -3% | -5.5 | -14% | -6% | nt
CCOC(=O)CC(S(=O)(=O)c1ccccc1)S(=O)(=O)c1ccccc1 | -3% | -40%[inhibitor] | -72%[inhibitor] | -3 | 27µM* | -3.2 | 10% | 3% | -19%
CCC(C(=O)NCCCN1CCN(C)CC1)n1nc(C)n2c(cc3occc32)c1=O (stereo not given) | -5% | 6% | 7% | -6 | -15% | -2.6 | 1% | 3% | -21%
O=C(c1ccco1)n1c(=S)nc2ccccn21 | 5% | -2% | 3% | nt | 25µM* | -1.8 | 9% | -3% | 16%
COc1ccc(NC(=O)COc2ccc(-n3cnnn3)cc2)cc1OC | 9% | -1% | -8% | 4 | 4% | -0.9 | -3% | -5% | 22%
CC(C)=CC(=O)Nc1cccc(S(=O)(=O)NC2=NCCCCC2)c1 | -4% | -1% | -6% | 0 | -3% | 0.8 | -9% | 5% | -26%
Cc1nnc(NC(=O)CSc2nnc3scc(-c4ccc(C)c(C)c4)n23)s1 | -9% | 5% | 23% | -2 | -7% | -0.3 | -26% | -8% | nt
CCOc1cc(CNCc2ccccn2)ccc1OCC(=O)NC1CCCCC1 | 8% | -1% | 12% | -4 | -8% | -0.6 | 0% | -1% | 20%
CN(c1ccc(F)cc1)S(=O)(=O)c1ccc(Cl)c(C(=O)OCC(=O)NC2CC2)c1 | -4% | 12% | 6% | -3 | 1% | -0.5 | 10% | 2% | -16%
O=S(=O)(Nc1c(O)ccc2ccccc12)c1cccc2ccccc12 | 18% | ? | 17% | -12 | 27µM* | -0.2 | -30% | 22µM* | 34%
O=C(CS(=O)(=O)c1c[nH]c2ccccc12)N1CCCCCC1 | -7% | 0% | -9% | -5 | -11% | 0.1 | -6% | -4% | 16%
O=C(NC1CCCCC1)C1CCCN(S(=O)(=O)c2ccc(F)cc2)C1 (stereo not given) | -13% | 1% | -1% | 4 | ? | -1.5 | 3% | 2% | -3%
CC(=O)Nc1ccc(NC(=O)CSc2nnc3c4ccccc4n(C)c3n2)cc1 | 1% | 0% | -8% | -3 | -8% | 0.0 | -8% | -12% | 12%
CSc1cccc(NC(=S)NCCCN2CCN(c3ccc(F)cc3)CC2)c1 | 2% | -2% | 12% | 3 | 0% | 4.5 | -10% | -2% | -4%
CCOCCCNC(=S)N(Cc1ccccc1)Cc1nc2ccccc2c(=O)[nH]1 | 4% | 6% | -2% | 10 | ? | -3.6 | 11% | 1% | 21%
CC(C)(C)c1ccccc1NC(=O)C1=COCCO1 | 16% | -2% | 3% | -3 | -2% | 0.8 | -5% | -1% | 13%
CCC(=O)N1c2ccccc2C(N(C(C)=O)c2ccccc2)CC1C (stereo not given) | 13% | -2% | 3% | 3 | -9% | -2.9 | -2% | 4% | 29%
CCCCCCCCN1C(=O)[C@H](CC(=O)NCCCC)C[C@@]2(C(=O)OC)CCCCC=C12 | -10% | 23% | 8% | 18 | -6% | -0.8 | -13% | -3% | ?
Cc1cc(C)cc(NC(=O)c2cnn(-c3ccccc3)c2C2CCNCC2)c1 | 7% | 0% | -5% | -7 | -17% | -2.2 | -7% | 9% | -13%
CCNC(=O)C1CC(=O)N(Cc2ccc3c(c2)OCO3)C(=Nc2ccc(OCC)cc2)S1 (stereo not given) | -5% | -2% | -17% | 3 | -5% | 3.1 | 8% | 12%[57.1 µM] | 3%
O=c1cc(-c2ccccc2)[nH]n1-c1ccccc1 | 4% | -49%[inhibitor] | -14% | 0 | 6% | -0.3 | -4% | -1% | 11%
O=C(c1cccc(F)c1)N1CCN(Cc2ccc3c(c2)OCO3)CC1 | 4% | -2% | 5% | -2 | -3% | 0.1 | -18% | -9% | 5%
CC(C)C1C(=O)N(Cc2cn(CCC3OCCCO3)nn2)CCS(=O)(=O)N1Cc1ccc(-c2ccc(F)nc2)cc1 (stereo not given) | -6% | 1% | -1% | -1 | 0% | 0.7 | -23% | 3% | ?
COc1ccc(C(=O)N/C(=C\c2cn(C)c3ccccc23)C(=O)NCCCn2ccnc2)cc1 | -11% | -1% | 0% | 3 | -12% | -3.5 | -12% | 4% | -9%
Cc1cc(C(=O)CN2C(=O)NC3(CCCCC3)C2=O)c(C)n1C | 9% | 2% | 8% | -3 | -6% | -0.5 | 7% | -6% | -20%
O=C(C1COc2ccccc2O1)N1CCN(Cc2ccccc2)CC1 (stereo not given) | -7% | -1% | -13% | 3 | 5% | 0.0 | -9% | 5% | -16%
Cc1ccccc1Cc1n[nH]c(=S)n1N | 0% | 0% | 0% | -15 | -11% | 0.0 | 9% | ? | 6%
COc1ccc2[nH]c3c(N4CCN(Cc5ccc6c(c5)OCO6)CC4)ncnc3c2c1 | 7% | -17% | 10% | -23 | 0% | -0.4 | -12% | 23% | 14%
Cc1ccc(S(=O)(=O)NCc2ccccc2)cc1C(=O)N1CCN(c2ccccc2)CC1 | 7% | 1% | -8% | 1 | -1% | 0.4 | -6% | -7% | 41%
CC(C)C[C@H]1CN=C(Nc2ccccc2)N1CCC1CCCC1 | 8% | 1% | 2% | 0 | -15% | -3.9 | 1% | 6% | -11%
CCCCc1c(O)c2cccc3c2n(c1=O)CCC3 | 4% | 0% | 1% | 1 | -12% | -2.9 | -26% | -2% | 10%
COc1ccc(Br)cc1CN(C)CC(=O)NCCc1ccc(S(N)(=O)=O)cc1 | -3% | -1% | -13% | 5 | -5% | -3.5 | 1% | 9% | -15%
O=C(O)CC(C(=O)O)C(c1ccccc1)c1ccccc1 (stereo not given) | 8% | -5% | 1% | 1 | -11% | 0.0 | -3% | 5% | 15%
NC(=O)c1ccc(N2CCCCCC2)c([N+](=O)[O-])c1 | 0% | 2% | 1% | 0 | 6% | 0.1 | -13% | 0% | 3%
Cc1cccc(Nc2ncnc3c2cnn3Cc2ccccc2)c1 | -5% | 1% | -66%[inhibitor] | -11 | 24µM* | 1.8 | -1% | 0% | 2%
CCC(=O)c1ccc(OCc2ccccc2)c(OC)c1 | -12% | 10% | -9% | 3 | 6% | 0.1 | 1% | -4% | 3%
Cc1cc(Br)cc(C=Nc2ccc(N3CCOCC3)cc2)c1O | -68%[inhibitor] | 3% | 28% | 18 | 0% | -0.3 | ? | -20% | -3%
CCc1cccc2[nH]c3cc([N+](=O)[O-])ccc3c12 | 10% | 2% | -14% | -7 | -8% | 2.2 | 26% | 18% | 8%
COc1ccc(NC(=O)C2CCCN2C(=O)NCc2ccccc2)cc1 (stereo not given) | 5% | -1% | -6% | ? | 15µM* | 0.1 | 12% | 5% | 19%
N#Cc1c2c(c[nH]c1=O)CCN2Cc1ccccc1 | -6% | -7% | 3% | -13 | -6% | -0.7 | 0% | -25%[57.1 µM] | -13%
O=C(CNC(=O)c1ccco1)Nc1cc(Cl)ccc1N1CCOCC1 | 5% | 2% | -19% | -7 | -5% | -0.4 | 14% | -6% | 37%
CC(C)(C)c1ccc(C(=O)C2CCCN(C(=O)CCn3cncn3)C2)cc1 (stereo not given) | 1% | 2% | -13% | 1 | -1% | -5.3 | 9% | -1% | 20%
CCCOc1ccccc1/C=N/NC(=O)C1CC1 | 0% | 0% | 8% | -4 | 3% | -1.6 | -19% | -5% | -4%
Cc1cc(C)c(S(=O)(=O)N2CCOC2CNC(=O)C(=O)NCc2ccccn2)c(C)c1 (stereo not given) | 6% | 2% | 8% | -5 | -3% | 3.0 | 1% | -20% | nt
CC(C)C(c1nnnn1Cc1ccco1)N1CCN(c2nc3ccccc3s2)CC1 (stereo not given) | 13% | 15% | -1% | 6 | -20% | -2.6 | -8% | -21% | 29%
Cc1ccc(NC(=O)CSc2nc(=O)n(CCCN3CCOCC3)c3c2CCCC3)c(C)c1 | 0% | 4% | 9% | 3 | -5% | -0.2 | 6% | 2% | 8%

Compound activity: PubChem, National Center for Advancing Translational Sciences (NCATS)
